SMN2 splice up: SMN2 splice variant enhancement. AID 1458. Potency, µM (top dose mostly 46.1 µM), inactives show top-dose activity change, positive = activation, most hits filed as activators. 210,000 tested, 2.8% active. HEK293 SMN2-luciferase splicing reporter, luminescence, 30-36 h; further: % of control where 0% means no effect; nearly all actives have a fitted effect of over 55% in size
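HEK293 cells carry an SMN2 […]–luciferase reporter in which exon 7 inclusion puts luciferase in frame. Cells were plated 10-12 h before compound addition, then incubated 30-36 h at 37C. ONE-Glo luminescence was read; sodium butyrate at 4.5 mM final served as control.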
ALDH1A1 inh: blocks purified human ALDH1A1 activity; Purified ALDH1A1, NADH fluorescence, propionaldehyde substrate; Potency, µM (titrated, usually from 75.3 µM), for the others: at the top dose activity, negative = inhibition, hits mostly inhibitors; 220,000 tested, 7.3% active; AID 1030; active means well fitted inhibition curve with a large enough effect, not every such curve was filed as active; inconclusive means small, poorly fitted or top-dose-only effect, or another doubt; inactive means no such curve, though single readings can be large or run the other way;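 further: plate controls were no enzyme wells and a reference inhibitor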
Target sequence (P00352 whole entry, looked up): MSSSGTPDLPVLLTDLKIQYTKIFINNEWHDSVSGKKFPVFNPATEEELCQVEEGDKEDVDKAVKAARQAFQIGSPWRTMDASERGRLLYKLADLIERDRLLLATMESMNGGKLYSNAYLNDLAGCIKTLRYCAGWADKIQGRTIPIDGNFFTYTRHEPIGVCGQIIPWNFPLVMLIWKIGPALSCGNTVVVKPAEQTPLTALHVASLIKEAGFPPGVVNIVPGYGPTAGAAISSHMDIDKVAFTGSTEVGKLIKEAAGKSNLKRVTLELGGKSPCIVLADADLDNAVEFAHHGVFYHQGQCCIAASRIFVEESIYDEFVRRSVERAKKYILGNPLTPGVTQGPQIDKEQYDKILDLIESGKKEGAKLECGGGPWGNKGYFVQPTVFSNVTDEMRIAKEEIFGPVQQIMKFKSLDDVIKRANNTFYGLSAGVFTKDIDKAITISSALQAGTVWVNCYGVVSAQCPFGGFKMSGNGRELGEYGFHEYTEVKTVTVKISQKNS
HTT ATP protect: protects HTT-Q103 PC12 cells, measured by ATP | PC12 HTT-Q103 induced, cytoprotection, ATP luminescence, 40 h | Potency, µM (series often up to 56.4 µM), without a hit: cytoprotection (ATP increase), hits mostly activators | 230,000 tested, 0.14% active | AID 1471;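 further: % of control where 0% means no effect; nearly all actives have a fitted effect of over 45% in size; toxic huntingtin expression switched on by the ecdysone agonist tebufenozide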
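PC12 cells stably carrying ecdysone-inducible Htt exon 1 (Q103)–GFP were induced with 100 nM tebufenozide (final) alongside library compounds in a dose series. Cytoprotection was scored as retained ATP by ATPlite luminescence.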
Tau fluor counter: counter-screen for tau fibril formation inhibitors; tau K18 P301L Alexa594 fluorescence, heparin fibrillization; Potency, µM (titrated, usually from 57.7 µM), inactives show top-dose activity change, negative = decrease; 280,000 tested, 0.93% active; AID 1463; further: on the % scale 0 is the no-effect control and ±100 the full control effect; nearly all actives have a fitted effect of over 55% in size
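Human K18 P301L tau (15 uM unlabeled plus 0.24 uM Alexa 594-labeled, final) in 100 mM sodium acetate pH 7 was mixed with compound and 20 uM heparin and incubated 6 hr at 37 C.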
JMJD2E inh: inhibitors of human JMJD2E histone demethylase. AID 2147. 230,000 tested, 1.6% active. Potency, µM (titrated, usually from 57.1 µM), without a hit: at the highest dose activity change, negative = inhibition, usual class: inhibitors. JMJD2E catalytic domain, FDH-coupled NADH fluorescence (FDH is formaldehyde dehydrogenase). B2RXH2; active means well fitted inhibition curve with a large enough effect, not every such curve was filed as active; inconclusive means small, poorly fitted or top-dose-only effect, or another doubt; inactive means no such curve, though single readings can be large or run the other way;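 further: 0% = wells with enzyme and -100% = buffer wells without enzyme; nearly all actives have a fitted effect of over 50% in size; many of its hits are not listed in these tables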
Target sequence (B2RXH2 1-337 limits assumed): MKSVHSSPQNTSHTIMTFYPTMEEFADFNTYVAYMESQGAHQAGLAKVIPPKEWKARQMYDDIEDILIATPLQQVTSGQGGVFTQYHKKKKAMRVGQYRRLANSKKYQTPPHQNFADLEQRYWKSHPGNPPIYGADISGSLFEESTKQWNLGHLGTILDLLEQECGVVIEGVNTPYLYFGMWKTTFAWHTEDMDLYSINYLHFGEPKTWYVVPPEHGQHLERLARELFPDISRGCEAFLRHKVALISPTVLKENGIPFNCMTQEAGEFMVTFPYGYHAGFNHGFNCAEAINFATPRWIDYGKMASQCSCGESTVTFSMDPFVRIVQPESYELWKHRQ
Tau fibril FP: tau fibrillization inhibition (FP). 280,000 tested, 0.39% active. AID 1468. K18 P301L tau heparin fibrillization, Alexa594 FP, 6 h. Potency, µM (top dose mostly 57.7 µM), for inactives: top-dose activity, negative = inhibition, actives largely listed as inhibitors. P10636; further: on the % scale 0 is the no-effect control and ±100 the full control effect; nearly all actives have a fitted effect of over 55% in size
Target sequence (P10636 561-689 P618L limits assumed): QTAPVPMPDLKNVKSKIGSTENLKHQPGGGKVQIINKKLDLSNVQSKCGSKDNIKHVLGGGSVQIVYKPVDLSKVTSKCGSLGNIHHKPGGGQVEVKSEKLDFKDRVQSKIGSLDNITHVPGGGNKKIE
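Heparin (20 uM) drove fibril formation of recombinant tau K18 P301L, 15 uM unlabeled with 0.24 uM Alexa 594 label, for 6 hr at 37 C in 100 mM sodium acetate pH 7. Fluorescence polarization (555/632 nm) read 1 hr after 30 uM ThT.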
HTT aggregate: inhibitors of mutant huntingtin aggregate formation in PC12 cells; 220,000 tested, 1.1% active; Potency, µM (series often up to 46.1 µM), inactives show top-dose activity change, negative = inhibition, usual class: inhibitors; PC12 HttQ103-GFP aggregates, Acumen cytometry, 40 h; further: on the % scale 0 is the no-effect control and ±100 the full control effect; nearly all actives have a fitted effect of over 60% in size
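Aggregates are detected as GFP objects 1–25 µm with signal 6 STDEV over background in lysates of induced PC12 cells. These carry Huntingtin exon 1 with 103 glutamines fused to GFP under an ecdysone promoter; compounds titrated.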
Tau fibril ThT: tau fibrillization inhibition (ThT binding) | Potency, µM (top dose mostly 57.4 µM), without a hit: at the highest dose activity, negative = inhibition, usual class: inhibitors | P10636 | 270,000 tested, 2.1% active | recombinant tau K18 P301L (four-repeat tau fragment), heparin-induced fibrillization, ThT fluorescence | AID 1460; further: on the % scale 0 is the no-effect control and ±100 the full control effect; nearly all actives have a fitted effect of over 55% in size
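Tau K18 P301L fragment (15 uM unlabeled plus 0.24 uM Alexa 594-labeled) in 100 mM sodium acetate pH 7 with compound, fibrillization induced by 20 uM heparin for 6 hr at 37 C. Thioflavin T (30 uM) added, fluorescence read after 1 hr (ex 450, em 510 nm).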
The depositor's hits bear a star; u = inconclusive; x = not tested or not shown; [ ] = remark or other dose. Unless noted, the call rests on the fitted dose curve; in most records, active means well fitted curve in the direction sought with a large enough effect; inconclusive means small, poorly fitted or top-dose-only effect, or another doubt; inactive means no such curve, though single readings can be large; an effect the other way counts as inactive or inconclusive. Potency means the concentration at half of the fitted maximal effect. An excerpt; count on the stated rates, not on these rows.

Sample of the layout:
SMILES	SMN2 splice up	ALDH1A1 inh	HTT ATP protect	Tau fluor counter	JMJD2E inh	Tau fibril FP	HTT aggregate	Tau fibril ThT
CC(NC(=O)C1CCN(S(=O)(=O)c2cnc[nH]2)CC1)c1ccccc1 (stereo not given)	-17%	14%	x	-6%	9%	4%	11%	-13%
CC(C)n1c(Oc2ccc(F)cc2)nc2c1c(=O)n(C)c(=O)n2C	x	0%	0%[10 µM]	2%	-3%	1%	-2%[9.22 µM]	6%
CC(NC(=O)COC(=O)c1ccco1)c1ccccc1 (stereo not given)	3%	6%	-13%	-3%	1%	3%	-2%	-9%
COc1cc(-c2nc(-c3ccncc3)no2)cc(OC)c1OC	22%	3%	-14%	-9%	8%	3%	2%	-21%
Nc1ccc(C(=O)Nc2ccccc2C(=O)O)cc1	-13%	1%	-81%[inhibitor]	-10%	0%	0%	-5%	-14%
Cc1ccn2c(Nc3ccc(F)cc3)c(-c3ccccn3)nc2c1	11%	x	x	u	x	4%	x	u
O=S(=O)(c1ccc(Br)s1)n1cccn1	-8%	1%	-7%	-7%	0%	-2%	6%	-13%
CCC1CCc2c(sc(NC(=O)c3ccco3)c2C(N)=O)C1 (stereo not given)	18µM*	-11%	1%[10 µM]	-26%	u	-6%	u	u
O=[N+]([O-])c1ccc2c(c1)C(O)n1ncnc1S2 (stereo not given)	-10%	12%	-49%[inhibitor]	4%	-3%	-5%	27%	-8%

All compounds of this part (from the top)
SMILES	SMN2 splice up	ALDH1A1 inh	HTT ATP protect	Tau fluor counter	JMJD2E inh	Tau fibril FP	HTT aggregate	Tau fibril ThT
CC(NC(=O)C1CCN(S(=O)(=O)c2cnc[nH]2)CC1)c1ccccc1 (stereo not given)	-17%	14%	x	-6%	9%	4%	11%	-13%
CC(C)n1c(Oc2ccc(F)cc2)nc2c1c(=O)n(C)c(=O)n2C	x	0%	0%[10 µM]	2%	-3%	1%	-2%[9.22 µM]	6%
CC(NC(=O)COC(=O)c1ccco1)c1ccccc1 (stereo not given)	3%	6%	-13%	-3%	1%	3%	-2%	-9%
COc1cc(-c2nc(-c3ccncc3)no2)cc(OC)c1OC	22%	3%	-14%	-9%	8%	3%	2%	-21%
Nc1ccc(C(=O)Nc2ccccc2C(=O)O)cc1	-13%	1%	-81%[inhibitor]	-10%	0%	0%	-5%	-14%
Cc1ccn2c(Nc3ccc(F)cc3)c(-c3ccccn3)nc2c1	11%	x	x	u	x	4%	x	u
O=S(=O)(c1ccc(Br)s1)n1cccn1	-8%	1%	-7%	-7%	0%	-2%	6%	-13%
CCC1CCc2c(sc(NC(=O)c3ccco3)c2C(N)=O)C1 (stereo not given)	18µM*	-11%	1%[10 µM]	-26%	u	-6%	u	u
O=[N+]([O-])c1ccc2c(c1)C(O)n1ncnc1S2 (stereo not given)	-10%	12%	-49%[inhibitor]	4%	-3%	-5%	27%	-8%
CC(C)CC(N)C(=O)OCc1ccc([N+](=O)[O-])cc1 (stereo not given)	x	-9%	6%[10 µM]	-16%	-6%	3%	-10%[9.22 µM]	-17%
OC(CN1CCN(c2ccccn2)CC1)Cn1c2ccc(Cl)cc2c2cc(Cl)ccc21 (stereo not given)	-1%	u	-122%[inhibitor]	u	u	u	u	-7%
CCNc1nc(NCC)n2c(SC(C(=O)Nc3cc(Cl)cc(Cl)c3)c3ccccc3)nnc2n1 (stereo not given)	-13%	10%	u	-6%	11%	-7%	u	3%
CCN(CC)S(=O)(=O)c1ccc(NC(=O)COC(=O)CCc2cc(OC)c(OC)c(OC)c2)cc1	27%	2.5µM*	3%[1.9 µM]	u	3%	-9%	12%	-7%
COc1ccc(OC)c2[nH]c(=O)c(CCNC(=O)c3ccc(S(=O)(=O)N4CCCC4)cc3)cc12	-27%	u	-14%	-9%	-2%	5%	10%	-12%
Cc1nn(-c2ccc(Cl)cc2)c2sc(C(=O)N3CCN(c4ccccn4)CC3)cc12	-31%[inhibitor]	u	-11%[10 µM]	-5%	-12%	-3%	-13%	u
CCOc1ccc(OCCSc2nc(-c3ccccc3)cc(=O)[nH]2)cc1	-11%	14%	-19%	12%	-1%	1%	17%	4%
C[C@H]1Cc2c(-c3ccccc3)nc3c(c2CO1)CN(S(=O)(=O)c1ccc(C#N)cc1)CC3	6%[9.22 µM]	14%[13.5 µM]	-26%[10 µM]	-13%[11.6 µM]	3%[11.4 µM]	-3%[11.6 µM]	x	-5%[11.5 µM]
C/C(=N\OCC(=O)NC12CC3CC(CC(C3)C1)C2)c1cc2ccccc2o1	x	-8%	-10%[10 µM]	-12%	-6%	14%	u	u
COc1ccc(-c2nc3ccccc3s2)cc1NC(=O)c1cccc([N+](=O)[O-])c1C	11µM*	x	x	-30%	x	u	x	u
COc1cccc(NC2C=CS(=O)(=O)C2)c1 (stereo not given)	10%	u	-2%[10 µM]	-3%	-9%	-10%	-11%	4%
CCC(=O)NC(C)C(c1cccs1)N1CCN(Cc2ccccc2)CC1 (stereo not given)	-2%	9%	7%[10 µM]	-6%	3%	-5%	-3%	-11%
CCCN(CCC)S(=O)(=O)c1ccc(C(=O)Nc2nc3c(s2)CCc2ccccc2-3)cc1	6%	u	x	-8%	u	-10%	10%	-7%
CCC(=O)Nc1ccc(Cl)c(NC(=S)NC(=O)COc2ccccc2)c1	-4%	3%	12%[10 µM]	-9%	4%	-7%	-1%	-10%
O=C(Nc1ccccc1)Nc1ccc(Oc2cccnc2)nc1	x	9%	-3%[10 µM]	-7%	-16%	3%	2%[9.22 µM]	8%
CC(=O)c1ccc(NC(=O)CCNS(=O)(=O)c2cccc3nonc23)cc1	17%	u	5%	-3%	-1%	9%	-10%	-9%
O=C(/C=C/c1ccccc1)NCCSCc1ccc(Cl)cc1	-14%	0%	11%[10 µM]	-14%	-7%	-11%	12%	-6%
O=C(C1CC1)N1CCc2cc(Br)cc(S(=O)(=O)N3CCN(c4ccccc4)CC3)c21	15%	x	x	-23%	x	0%	x	-5%
Cc1nc2nc(SCC(=O)NCCc3ccccc3)nn2c(C)c1Cc1c(F)cccc1Cl	3%	x	x	-10%	x	6%	x	u
CCc1ccc(-c2nc(CN3CCC(C(=O)NCCc4ccc(OC)c(OC)c4)CC3)c(C)o2)cc1	-17%	-8%	-33%[inhibitor][0.074 µM]	-9%	4%	15%	-20%	-24%
Cc1ccc(NC(=O)c2sc3ccccc3c2Cl)nc1	0.63µM*	1%	-54%[inhibitor]	0%	9%	7%	-9%	-16%
CCCCCN1C(C(=O)c2ccccc2)=C(NC(C)=O)c2ccccc2S1(=O)=O	-22%	x	x	u	x	11%	x	u
O=C(Cc1cccs1)N(c1ccc(Br)cc1)C1C=CS(=O)(=O)C1 (stereo not given)	21%	8%	x	1%	12%	9%	30%	-1%
CCOc1cc(C2c3c(oc4cc(C)cc(C)c4c3=O)C(=O)N2CCO)ccc1O (stereo not given)	9%	x	x	-4%	x	5%	x	1%
COc1cc(C(=O)Nc2ccc(C(C)=O)cc2)c(Br)c(OC)c1OC	u	-2%	-5%[0.074 µM]	3%	10%	1%	-1%	u
O=C(Nc1ccn(Cc2ccccc2F)n1)c1ccc(COc2cccc(Br)c2)cc1	u	9%	-26%	-25%	-4%	-3%	u	-4%
COc1ccc(OC)c(/C=C/C(=O)OCC(=O)Nc2ccc(Cl)c(S(=O)(=O)N(C)C)c2)c1	0%	u	-40%[inhibitor]	u	u	u	-9%	-2%
CCc1nnc(NC(=O)/C=C/c2ccco2)s1	13µM*	-4%	18%[10 µM]	1%	-14%	5%	12%	-2%
COc1cc(OC)c(N2CC34C=CC(O3)C(C(=O)O)C4C2=O)cc1Cl (stereo not given)	u	-3%	-15%	-7%	2%	-1%	-13%	-11%
CC1CCCC(C)N1C(=O)c1cc(F)c(F)cc1Cl (stereo not given)	-27%	-2%	4%	2%	7%	6%	-24%	-1%
O=C(CN(C(=O)c1ccccc1Cl)C1CCCCC1)Nc1ccc(Cl)c([N+](=O)[O-])c1	4%	u	-109%[inhibitor]	-28%	-4%	-2%	u	-6%
COc1ccc(/C=C2/N=C(c3cccs3)OC2=O)cc1OC(C)C	12%	1%	-11%	-5%	-1%	11%	-5%	1%
O=C(Nc1ccc(Br)c2ccccc12)c1ccc2ccccc2c1O	x	u	9%[10 µM]	18µM*[quencher]	u	u	-7%[9.22 µM]	18µM*
CCSc1nc(C2CC2)cc(-c2cccs2)c1C#N	10%	u	-2%	-28%	-11%	u	-16%	u
Cc1ccc2nc3c(c(Nc4ccccc4)c2c1)CCC3	x	1%	17%[10 µM]	-10%	-21%	9%	-3%[9.22 µM]	-13%
Cc1nn2c(NCCCn3ccnc3)cc(C(C)C)nc2c1-c1ccccc1	x	x	-12%[10 µM]	-25%	u	13%	-15%[9.22 µM]	-14%
Cn1ccnc1SCC(=O)c1cc2ccccc2o1	3%	20µM*	-4%	-24%	-9%	-5%	-4%	u
CCOCCCNCC(=O)NC1(C)C2CCC(C2)C1(C)C (stereo not given)	1%	-8%	8%	3%	u	7%	-8%	-10%
Cc1ccc(NC(=O)COC(=O)C(NS(=O)(=O)c2ccc(Cl)cc2)C(C)O)c(Br)c1 (stereo not given)	-18%	3.5µM*	45%[10 µM]	-16%	7%	9%	4%	-16%
CCOc1cc(S(=O)(=O)NC2CC(C)(C)NC(C)(C)C2)ccc1F	11%	17%	-1%[0.074 µM]	-2%	0%	-3%	5%	0%
Cc1nc2sc(C(c3ccco3)N3CCN(c4ccccc4F)CC3)c(O)n2n1 (stereo not given)	-11%	8%	u	-6%	-2%	-1%	7%	-12%
